# KDM5B inhibitor: KDM5B demethylase inhibition; Q9UGL1; KDM5B demethylase, FDH-coupled NADH fluorescence (FDH is formaldehyde dehydrogenase); Potency, µM (titrated, usually from 57.7 µM), inactives show at the top dose activity change, negative = inhibition, hits mostly inhibitors; actives 2.6% (n = 220,000); AID 1347165; active = well fitted inhibition curve with a large enough effect; inconclusive = small, poorly fitted or top-dose-only effect; inactive = no such curve, though single readings can be large or run the other way; also: 0% is about no effect; nearly all actives have a fitted effect of over 70% in size
# Target sequence (Q9UGL1 whole entry, looked up): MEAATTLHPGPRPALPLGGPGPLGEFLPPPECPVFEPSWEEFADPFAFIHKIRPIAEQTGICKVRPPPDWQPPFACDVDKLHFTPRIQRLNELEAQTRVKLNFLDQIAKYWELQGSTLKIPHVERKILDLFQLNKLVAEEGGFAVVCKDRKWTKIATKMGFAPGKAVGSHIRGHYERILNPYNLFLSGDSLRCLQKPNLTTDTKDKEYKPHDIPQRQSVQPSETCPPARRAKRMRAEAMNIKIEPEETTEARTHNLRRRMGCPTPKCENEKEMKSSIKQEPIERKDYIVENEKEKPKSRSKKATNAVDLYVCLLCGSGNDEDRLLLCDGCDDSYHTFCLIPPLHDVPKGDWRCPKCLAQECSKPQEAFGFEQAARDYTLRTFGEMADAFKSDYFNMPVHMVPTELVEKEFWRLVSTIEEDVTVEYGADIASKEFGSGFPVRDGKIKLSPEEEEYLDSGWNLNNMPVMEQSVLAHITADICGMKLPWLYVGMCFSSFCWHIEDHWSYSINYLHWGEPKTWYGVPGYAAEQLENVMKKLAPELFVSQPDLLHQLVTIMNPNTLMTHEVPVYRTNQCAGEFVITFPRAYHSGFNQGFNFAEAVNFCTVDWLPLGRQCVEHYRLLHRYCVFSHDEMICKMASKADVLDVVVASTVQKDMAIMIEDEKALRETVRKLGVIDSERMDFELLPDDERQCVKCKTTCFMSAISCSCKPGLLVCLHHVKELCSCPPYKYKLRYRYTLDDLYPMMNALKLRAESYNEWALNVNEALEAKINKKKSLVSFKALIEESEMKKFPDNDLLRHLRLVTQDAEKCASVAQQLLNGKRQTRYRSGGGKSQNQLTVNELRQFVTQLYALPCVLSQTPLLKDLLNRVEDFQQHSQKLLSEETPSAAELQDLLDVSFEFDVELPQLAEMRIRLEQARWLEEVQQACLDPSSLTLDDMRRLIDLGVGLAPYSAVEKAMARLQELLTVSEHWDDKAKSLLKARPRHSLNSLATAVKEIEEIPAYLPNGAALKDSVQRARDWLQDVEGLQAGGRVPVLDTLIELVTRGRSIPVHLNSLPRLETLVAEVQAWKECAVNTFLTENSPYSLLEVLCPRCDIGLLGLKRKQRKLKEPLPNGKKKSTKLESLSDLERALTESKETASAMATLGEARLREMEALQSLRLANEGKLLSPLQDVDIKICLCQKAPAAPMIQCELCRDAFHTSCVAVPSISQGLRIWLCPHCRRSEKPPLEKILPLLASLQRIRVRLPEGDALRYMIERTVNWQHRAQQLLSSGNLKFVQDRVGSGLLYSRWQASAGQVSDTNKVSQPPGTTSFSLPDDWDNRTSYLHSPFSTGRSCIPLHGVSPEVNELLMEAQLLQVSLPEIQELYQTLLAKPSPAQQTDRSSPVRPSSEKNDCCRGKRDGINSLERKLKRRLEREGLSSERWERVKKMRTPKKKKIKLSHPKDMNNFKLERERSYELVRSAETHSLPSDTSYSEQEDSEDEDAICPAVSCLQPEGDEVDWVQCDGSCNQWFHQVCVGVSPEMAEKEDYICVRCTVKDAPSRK
#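 qHTS format, multiple compound concentrations. Buffer 50 mM HEPES pH 7.5/0.01% Tween-20; 200 nM KDM5BΔAP final; 10 min compound preincubation; substrate-mix levels 12.5 µM peptide, 25 µM α-KG, 0.25 mM NAD⁺; 30 min RT; ΔRFU.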
# * marks the source's active call; other numbers are inactive results; i = inactive; u = inconclusive; [ ] = remark or other dose. Potency is read from the fitted curve at half-maximal effect. Only part of the results is shown. The share of hits here may be higher or lower than overall.
molecule	KDM5B inhibitor
Cc1cccc(N2CCN(c3ccc4cc(S(=O)(=O)N5CCC(C)CC5)ccc4n3)CC2C)c1 (stereo not drawn)	u
c1ccc(CN2CCCNCC2)cc1	35.2%[activator]
Cc1cc(C(F)(F)F)nn1CC(=O)NCC(=O)N1CCCCCCNC(=O)CC1c1ccccc1 (stereo not drawn)	4.8%
CCOC(=O)C1=C(CN2CCC(C(=O)OCC)CC2)NC(=O)NC1c1ccc(Cl)cc1 (stereo not drawn)	-14.1%
c1ccc(-c2nc3ccccc3s2)nc1	u
CC(=O)N1CCC(C(=O)Nc2ccc(Cl)cc2)CC1	12.3%
O=C(NC12CC3CC(CC(C3)C1)C2)c1ccc(Cl)c([N+](=O)[O-])c1	-10.2%
Cc1ccc(C)c(-c2cc(C(=O)O)c3cc(C)ccc3n2)c1	20.7%
CCCC[n+]1c(NCc2cc(Cl)ccc2[O-])[nH]c2ccccc21	12.8%
Cc1ccnc(N2CC[C@@H]3[C@@H](CCC(=O)N3CCc3ccccn3)C2)n1	22.4µM*
CC(=O)c1c(C)[nH]c(C(=O)C(C)Oc2c(F)c(F)cc(F)c2F)c1C (stereo not drawn)	1.9%
CCCn1nc(C(=O)Nc2cc(S(=O)(=O)N(CC)CC)ccc2OC)c2ccccc2c1=O	14.8%
Cc1cc2c(cn1)C(=O)c1ccccc1-2	14.4%
O=C(C1CCCC1)N1CCN(c2nnc3c(Cl)cccn23)CC1	1.1%
Nc1c(C(=O)c2ccc(Cl)cc2)sc2nsc(SCCN3CCOCC3)c12	3.5%
Cc1cccc(NC(=O)c2ccc(-n3c(C)nnc3C)cc2)c1	8.8%[11.5 µM]
CCC(C)(C)C(=O)N1C[C@@H](CO)[C@H](c2nc(-c3ccncc3)no2)C1	9.8%
O=C1Nc2ccccc2CN(CC2CC2)C12CCNC2 (stereo not drawn)	10.8%[149 µM]
CCOC(=O)C1(Cc2cccc(Cl)c2)CCCN(Cc2cnn(C)c2)C1 (stereo not drawn)	70.0%[activator]
OC[C@@H]1CN(Cc2ccoc2)C[C@H]1c1nc(-c2ccncc2)no1	-8.9%
O=C(O)C1CCCN(c2cn[nH]c(=O)c2)C1 (stereo not drawn)	u
COc1ccc(NC(=O)C2CCCN(S(=O)(=O)c3ccc(F)cc3)C2)cc1 (stereo not drawn)	-15.0%
O=C(CSc1nnc(-c2ccccc2)n1-n1cccc1)Nc1ccc2c(c1)OCO2	27.8%
O=C(/C=C/c1ccccc1)N1CCN(Cc2ccccc2)CC1	6.9%
COc1ccc(C)cc1NC(=O)Nc1nnc(N2CCCCC2)s1	1.9%
CCCC1N=C2c3ccccc3N=C(SCC(=O)Nc3cc(OC)cc(OC)c3)N2C1=O (stereo not drawn)	-1.2%
O=C(COc1ccc2ccccc2c1Br)Nc1cccnc1	17.3%
COC(=O)c1c(NC(=O)/C(C#N)=C/c2ccc(OC)cc2)sc2c1CCC2	-40.5%
COc1ccc(-c2nnc(SCC(=O)N3CCCCC3)o2)cc1	10.2%
COCCNC(=O)[C@H]1C[C@H](Oc2ccccc2)CN1Cc1ccc(C)o1	3.1%
CCc1ccc(-n2c(N3CCN(c4cccc(Cl)c4)CC3)nc3ccccc3c2=O)cc1	u
Cn1cccc1CN1CCC(N2CCC[S+]2(=O)[O-])CC1	3.0%[86.2 µM]
COc1ccccc1Oc1ncccc1CNC1CCCC1	18.7%
CSc1cccc(CN2CCC(Oc3ccc(C(=O)N4CCCCC4)cc3)CC2)c1	u
COc1cccc(C(O)c2nc(C(=O)Nc3ccc4c(c3)NC(=O)CO4)c(C)o2)c1 (stereo not drawn)	10.3%[86.2 µM]
COc1cc2c(cc1OC)C(CNC(=O)c1cccc(Cl)c1)N(C(=O)Nc1ccccc1)CC2 (stereo not drawn)	-4.2%
O=C(O)CCC(=O)N1N=C(c2ccco2)CC1c1ccc2nccnc2c1 (stereo not drawn)	8.7%
CCN(CC)C(=O)c1sc2nc(N3CCOCC3)c3c(c2c1N)CCN(C)C3	u
O=C(NC1(C(F)(F)F)C(=O)Nc2c1c(=O)[nH]c(=O)n2Cc1ccco1)c1ccccc1F (stereo not drawn)	-12.2%
Cc1ncoc1C(=O)NCc1cccnc1N(C)Cc1ccccc1	-26.9%
CCOC(=O)c1c(C)n(-c2ccccc2)c2ccc(OC(=O)c3ccccc3NC(=O)C(C)(C)C)cc12	u
COc1cc(NC(=O)CCNC(=O)Cn2ccc3ccccc3c2=O)cc(OC)c1OC	10.2%
Cc1nonc1OCCNC(=O)c1ccc2nc(Cc3ccccc3F)oc2c1	-22.4%
Cc1ccsc1C(=O)N1CCC(Oc2ncccc2C(=O)N2CCCCC2)C1 (stereo not drawn)	12.2%
CC1CCN(C(=O)CSc2nc(-c3cccs3)nc3ccccc23)CC1	u
CC(C)c1ccc(NS(=O)(=O)c2ccc3[nH]cc(C(=O)NCC4CCCO4)c(=O)c3c2)cc1 (stereo not drawn)	u
COc1cc(OC)cc(-n2c(=O)[nH]c3cc(C(=O)NCCc4ccc(C)cc4)ccc3c2=O)c1	-0.6%
COCCCNC(=O)CCC[C@@H]1[C@H]2CCCN3CCC[C@@H](CN1C(=O)c1ccccc1)[C@@H]23	u
Cn1c(=O)c2c(nc(SCCCC#N)n2Cc2ccc(Cl)c(Cl)c2)n(C)c1=O	-11.8%
Cc1cccc(Cn2nc3n(c2=O)CCCCC3)c1	12.4%
CCc1ccc2c(c1)-c1ccccc1S(=O)(=O)N2CC(=O)N1CCC(C(N)=O)CC1	6.7%
CC(Oc1ccccc1)c1nc(-c2cccc(Br)c2)no1 (stereo not drawn)	15.5%
OC1(c2csc(CN3CCN(c4ccccn4)CC3)n2)CCN(CC2CCCCC2)CC1	19.0%
CC(C)c1ccc(NC(=O)Cc2c(C(=O)O)n(C)c3ccccc23)cc1	-2.3%
COc1cccc(-n2nc(C(=O)Nc3cccc(C(F)(F)F)c3)c3ccccc3c2=O)c1	-2.8%
C[C@@H]1CN(C(=O)Cc2ccc3c(c2)OCO3)C[C@@]1(O)C1CCC1	11.2%
CC1Cn2cc(C(=O)Nc3ccccc3C(F)(F)F)c(=O)c3c(Cl)ccc(c32)O1 (stereo not drawn)	u
CCOc1ccccc1NC(=O)Nc1cccc(-c2ccc(N3CCOCC3)nn2)c1	-23.4%
Cc1noc(C)c1S(=O)(=O)N[C@@H]1C[C@H](Cn2cc(-c3cccnc3)nn2)[C@@H](O)[C@H]1O	-6.8%
O=C(c1sccc1-c1ccccc1)N1CCN(S(=O)(=O)c2cc(F)ccc2F)CC1	2.8%

# Further results:
structure | KDM5B inhibitor
CCCc1nc(CC)c2c(=O)[nH]ccn12 | 2.8%
COc1cccc(NC(=O)CSc2cc(C)[nH]c(=O)n2)c1 | 4.2%
Cc1cnc(C(=O)N2CCC3(CCCN(Cc4cccc(F)c4F)C3=O)C2)[nH]1 (stereo not drawn) | 6.0%
O=C(COC(=O)c1ccc2ccccc2n1)NCCc1ccccc1 | -8.0%
CC(C)Sc1oc(-c2cccs2)nc1S(=O)(=O)c1ccc(Cl)cc1 | u
COc1ccc2oc(-c3ccc(C)c(NC(=O)C(C)C)c3)nc2c1 | u
Cc1ccccc1NS(=O)(=O)c1ccc2c3c(cccc13)C(=O)N2C | -1.8%
Cc1ccsc1[C@@H]1CCN(Cc2cn[nH]c2-c2ccc(F)cc2)C[C@H]1O | 31.7%[activator]
CCCNC(=O)C(C)NC(=O)c1nn(C)c(=O)c2ccccc12 (stereo not drawn) | 1.8%
Cc1noc(C)c1[S+](=O)([O-])N1CCC(N2Cc3ccccc3C2=O)CC1 | 16.4%[115 µM]
COc1ccc(C(=O)N2CCC(c3n[nH]c(=O)n3Cc3ccc(F)cc3)CC2)c(OC)n1 | -3.4%
O=C(N/N=C/c1ccco1)c1ccc2nc[nH]c2c1 | -7.7%
CN(C)C[C@@H]1CN(C2CCOCC2)C[C@H]1NC(=O)Cc1ccc(F)cc1 | u
Nc1nccnc1C(=O)NCc1ncc(-c2ccccc2)o1 | u
CC(C)C1CC(CCN2CCCCC2)(c2ccccc2)CCO1 (stereo not drawn) | 15.4%
Cc1cc(NC(=O)CSc2nccn2C)n(-c2ccccc2)n1 | 8.5%

# Arranged by the number under KDM5B inhibitor (high to low): 5 of the compounds above.
compound	KDM5B inhibitor
CC(C)C1CC(CCN2CCCCC2)(c2ccccc2)CCO1 (stereo not drawn)	15.4%
Cc1cc(NC(=O)CSc2nccn2C)n(-c2ccccc2)n1	8.5%
CCCNC(=O)C(C)NC(=O)c1nn(C)c(=O)c2ccccc12 (stereo not drawn)	1.8%
COc1ccc(C(=O)N2CCC(c3n[nH]c(=O)n3Cc3ccc(F)cc3)CC2)c(OC)n1	-3.4%
O=C(N/N=C/c1ccco1)c1ccc2nc[nH]c2c1	-7.7%

# Other structures follow.
structure | KDM5B inhibitor
O=C(O)c1cccc(OCc2nnnn2-c2ccccc2)c1 | -1.5%
O=C(CN1C(=O)COc2ccc(S(=O)(=O)N3CCCCCC3)cc21)N1CCN(c2ccc(F)cc2)CC1 | u
CN1CCC(CNC(=O)C2CCN(C(=O)c3ccc(C(F)(F)F)cc3)CC2)CC1 | 19.2%
COc1cc(NC(=O)CN2C(=O)CN(C)C(=O)c3ccccc32)cc(OC)c1OC | -21.8%
COc1cc(SC)ccc1C(=O)N[C@@H]1C=C(C(=O)N[C@H](C)C(N)=O)C[C@@H](O)[C@@H]1O | u
OCCOc1ccc(CN(CCN2CCCCC2)CC2CCCN(C3CCCC3)C2)cc1 (stereo not drawn) | -6.2%
COc1cc([C@@H]2C[C@H](NC(C)=O)C[C@H](Cc3ccccc3)O2)cc(OC)c1O | -31.3%
CCC(CC)C(=O)N1C[C@@H]2OCC(=O)N(Cc3ccccc3)[C@@H]2C1 | 12.9%[86.2 µM]
O=C(NCCc1noc(C2CC2)n1)NCc1ccc(F)cc1 | -8.7%
COc1ccc(CNC(=O)c2ccc3c(c2)N(Cc2ccccc2C)C(=O)c2ccccc2S3=O)cc1 (stereo not drawn) | -15.6%
O=C(NCCC1CCN(C(=O)Nc2ccc(F)cc2F)CC1)c1ccsc1 | 23.8%
COc1ccc(NC(=O)CC(C)n2nc(C)cc2C)cc1Cl (stereo not drawn) | 0.3%
Cc1ccc(C)c(NC(=O)c2cc3c(N4CCSCC4)nc(C)cn3n2)c1 | 31.6µM*
NC(=O)c1ccc(OC2CCN(Cc3ccccn3)C2)nc1 (stereo not drawn) | u
Cn1cc([C@@H](NC(=O)CCc2ccc3c(c2)OCO3)C2CC(O)C2)cn1 (stereo partly drawn) | -20.5%
O=C(NCCOc1cccc2cccnc12)C1CCCN(C2CCCC2)C1 (stereo not drawn) | u

# Reprinted from the results shown (5 entries):
structure | KDM5B inhibitor
Cc1nonc1OCCNC(=O)c1ccc2nc(Cc3ccccc3F)oc2c1 | -22.4%
Cc1ccsc1C(=O)N1CCC(Oc2ncccc2C(=O)N2CCCCC2)C1 (stereo not drawn) | 12.2%
CC1CCN(C(=O)CSc2nc(-c3cccs3)nc3ccccc23)CC1 | u
CC(C)c1ccc(NS(=O)(=O)c2ccc3[nH]cc(C(=O)NCC4CCCO4)c(=O)c3c2)cc1 (stereo not drawn) | u
COc1cc(OC)cc(-n2c(=O)[nH]c3cc(C(=O)NCCc4ccc(C)cc4)ccc3c2=O)c1 | -0.6%

# Further structures
structure | KDM5B inhibitor
Cc1cccn2c(=O)c(/C=C(\C#N)C(N)=O)c(N3CCN(c4cccc(Cl)c4)CC3)nc12 | u
COC(=O)CNC(=O)c1cc(C(C)(C)C)nc2c1cnn2C | 89.1µM*
CCc1ccc(C(=O)c2cn(CC(=O)Nc3ccc4c(c3)OCCO4)c3ccc(C)cc3c2=O)cc1 | u
CC1(C)CC(NC2CC(C)(C)NC(C)(C)C2)CC(C)(C)N1 | 6.8%
CC(=O)N1CCN(c2oc(/C=C/c3ccccc3)nc2C#N)CC1 | i
CC(C)c1ccc(-c2nc(C3CC(=O)N(c4ccc(Cl)cc4)C3)no2)cc1 (stereo not drawn) | 10.6%
CS(=O)(=O)c1ccc(C(=O)Nc2ccc(-c3cn4ccsc4n3)cc2)cc1 | -11.1%
O=C(c1ccncc1)N1CCc2nc3cc(-c4ccccc4Cl)[nH]n3c(=O)c2C1 | 15.8µM*
CN1CC(=O)N(C2CCCNCC2)Cc2c1ncnc2N1CCCC1CO (stereo not drawn) | u
CN(CC(=O)Nc1cccc(C(F)(F)F)c1)S(=O)(=O)c1ccc2[nH]c3c(c2c1)CCCC3 | u
NCCC(=O)N1CCCC2(Cc3ccccc3CN2C(=O)c2cccc(Cl)c2)C1 (stereo not drawn) | -1.3%[115 µM]
CC(NC(=O)C1CCC(=O)N1Cc1ccccc1Cl)c1ccccc1 (stereo not drawn) | 22.1%
O=C(Nc1ccc(S(=O)(=O)N2CCCCC2)cc1)C1=NN(c2ccccc2)C(=O)CC1 | 0.7%
CCOc1ccccc1NCc1nnc2n1CCCCC2 | 8.1%
COc1ccc(NC(=O)Cn2c(=O)n(-c3cccc(C)c3)c(=O)c3c2cc(C)n3C)cc1OC | -5.7%
CSCC[C@@H]1NC(=O)c2cc(NC(=O)CCc3ccc4c(c3)CCO4)ccc2NC1=O | -7.9%
COCCNC(=O)C1CCCN(Cc2ccncc2)CCC(=O)NCC1 (stereo not drawn) | u
CC(NC(=O)c1cc(Cl)sc1Cl)C12CC3CC(CC(C3)C1)C2 (stereo not drawn) | -17.1%
CCN(Cc1ccccc1)C(=O)c1cc2c(=O)oc3ccc(C)cc3c2s1 | u
CCCCN(CCCC)CCNC(=O)C1=C(C)C(=O)OC12CCN(C(C)=O)CC2 | 0.9%

# Bioassay records: PubChem BioAssay, National Center for Advancing Translational Sciences (NCATS)
